HIF activator: HIF pathway transcriptional activation. U2OS HRE-luciferase reporter, luminescence; normalized: DMSO 0%, desferrioxamine 100%. activation, % at 7.5 µM (by protocol). AID 1910. 300,000 tested, 0.32% active;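 active = mean activation of at least 10% of the iron chelator positive control signal, with at least half of replicates also reaching 10%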
TRPC6 activator: mouse TRPC6 channel activation | HEK293-TRPC6 membrane potential dye fluorescence; stronger effect = higher value | 310,000 tested, 0.13% active | B-score at 10 µM;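 active = B-score of the integrated fluorescence ratio above library mean plus 3 SD, and starting fluorescence ratio within library mean plus 5 SD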;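 note: higher score means more depolarization so channel activation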
Target sequence (Q61143 whole entry, looked up): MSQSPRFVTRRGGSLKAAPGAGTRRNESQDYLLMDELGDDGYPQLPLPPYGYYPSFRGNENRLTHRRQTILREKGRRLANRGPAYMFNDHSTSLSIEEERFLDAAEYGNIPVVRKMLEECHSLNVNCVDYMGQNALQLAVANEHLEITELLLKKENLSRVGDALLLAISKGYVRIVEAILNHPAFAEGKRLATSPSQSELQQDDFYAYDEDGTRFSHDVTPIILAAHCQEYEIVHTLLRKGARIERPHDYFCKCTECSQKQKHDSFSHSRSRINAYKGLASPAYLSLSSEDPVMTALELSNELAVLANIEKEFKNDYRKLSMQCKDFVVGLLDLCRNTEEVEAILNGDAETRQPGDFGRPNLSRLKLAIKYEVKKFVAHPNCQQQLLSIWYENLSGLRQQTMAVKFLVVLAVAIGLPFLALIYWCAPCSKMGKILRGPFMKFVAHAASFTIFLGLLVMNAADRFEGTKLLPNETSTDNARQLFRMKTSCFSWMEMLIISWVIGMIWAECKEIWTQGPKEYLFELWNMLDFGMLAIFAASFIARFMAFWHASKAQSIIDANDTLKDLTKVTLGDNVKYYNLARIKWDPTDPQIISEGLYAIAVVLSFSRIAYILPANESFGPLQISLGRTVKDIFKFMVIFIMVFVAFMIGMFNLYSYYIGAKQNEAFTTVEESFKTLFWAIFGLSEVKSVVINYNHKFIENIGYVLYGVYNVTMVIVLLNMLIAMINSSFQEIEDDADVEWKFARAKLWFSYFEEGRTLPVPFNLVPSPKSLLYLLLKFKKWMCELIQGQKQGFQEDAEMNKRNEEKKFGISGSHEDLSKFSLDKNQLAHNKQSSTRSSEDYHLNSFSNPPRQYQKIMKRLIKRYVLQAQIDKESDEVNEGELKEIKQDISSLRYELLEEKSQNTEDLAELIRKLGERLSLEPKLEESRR
TRPC4 inh: TRPC4 (mouse) channel inhibition. Q9QUQ5. AID 2247. 300,000 tested, 0.39% active. HEK293 TRPC4beta/mu-opioid, DAMGO-evoked Fluo4 calcium flux; stronger effect = lower value. B-score at 10 µM;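 active = B-score over 3 SD under the library average, no early fluorescence shift, positive overall ratio signal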
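Material: HEK293 cells with stable TRPC4beta plus mu-opioid receptor expression; probe or stimulus: DAMGO in two steps, submaximal then maximal; technique: Fluo4 calcium fluorescence by kinetic imaging, 5 s 1 Hz baseline; measure: integrated fluorescence ratio relative to baseline, converted to per-well B score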
MrgX1 antagonist: blocks BAM8-22 activation of human MrgX1 receptor; B-score at 10 µM; 310,000 tested, 1.3% active; MRGX1-HEK293 calcium flux, Fluo-4, BAM8-22 antagonism; stronger effect = lower value; Q96LB2;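 active = calcium-response B-score plate-corrected more than 3 library SD below zero, starting fluorescence within 5 deviations, no agonist response on first addition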;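 note: peak minus trough fluorescence over baseline after final BAM8-22 challenge near maximal dose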
TRPC4 act: activators of mouse TRPC4 channel; Q9QUQ5; B-score at 10 µM; AID 2237; HEK293 TRPC4beta/mu-opioid, Fluo4 calcium fluorescence; stronger effect = higher value; 310,000 tested, 0.49% active;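 active = B-score above 5 SD of library B-scores, and initial fluorescence ratio not above library mean plus 5 SD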;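 note: positive B-score marks a calcium rise read as TRPC4 activation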
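system = HEK293 cells stably co-expressing mouse TRPC4beta and mu-opioid receptor | schedule = Fluo4 dye loading 45 min at room temperature, 110 s recording | measure = B-scored integrated calcium fluorescence ratio | signal = Fluo4 calcium-sensitive dye fluorescence, kinetic, 1 Hz baseline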
AI-2 QS mod: modulates the Vibrio harveyi AI-2 quorum sensing system; Vibrio harveyi JMH597 AI-2 luminescence/OD600 ratio, 9 h; stronger effect = lower value; strain lacks LuxN and CqsS sensors; 0 = neutral-control median; activity change, % at 7.5 µM; 300,000 tested, 0.4% active; in the data active = activity change below about -75%, passing the limit was not always enough;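 note: luminescence divided by OD600 gain over 9 h not by final OD600 alone; inactives centre near 13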
TRPC6 inhibitor: inhibitors of mouse TRPC6 channel; Q61143; HEK293-TRPC6, membrane potential dye, ACh-evoked depolarization; stronger effect = lower value; B-score at 10 µM; 310,000 tested, 1.1% active;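 active = B-score under library mean minus 3 SD, initial fluorescence not abnormally high, positive integrated signal ratio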;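 note: B-score derived from integrated fluorescence ratio over the kinetic read; more negative B-score means stronger inhibition of depolarization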
TRPC4 PAM: TRPC4 (mouse) allosteric potentiation. B-score at 10 µM. 310,000 tested, 0.42% active. HEK293 TRPC4beta/mu-opioid, DAMGO EC20, Fluo-4 Ca2+ flux; stronger effect = higher value. Q9QUQ5;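 active = B-score of calcium response area above 5 SD of library B-scores, with initial fluorescence ratio within 5 SD of library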;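 note: B-score of integrated fluorescence ratio over time as area under calcium response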
MrgX1 PAM: allosterically activates human MrgX1 receptor signaling; Q96LB2; MrgX1-HEK293, Fluo-4 calcium flux, FDSS; stronger effect = higher value; B-score at 10 µM; 310,000 tested, 0.63% active;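 active = plate-corrected calcium response at least 3 library SD above typical, normal starting fluorescence, not activating the receptor alone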;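 note: compound read alongside a low EC10 to EC30 dose of BAM8-22 agonist; peak minus trough fluorescence over baseline measured at the second addition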
MrgX1 ag: agonists of human MrgX1 receptor; 310,000 tested, 0.44% active; MrgX1-HEK293 cells, Fluo-4 calcium fluorescence, agonist mode; stronger effect = higher value; B-score at 10 µM;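 active = calcium response B-score plate-corrected fluorescence ratio at least 3 library SD, with starting fluorescence B-score inside 5 SD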
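Assay system: stable human MrgX1 HEK293 cell line. Quantity: 15,000 cells per well. Schedule: cells plated overnight, dye loaded 0.5 h 37 °C, 0.5 h room temperature. Detection: Fluo-4 NW calcium-flux fluorescence, kinetic read. Read-out basis: peak-minus-minimum fluorescence over baseline, converted to B scores. Control set: positive and negative control wells on each plate.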
PolyA inh: inhibitors of polyadenylation in S. cerevisiae; AID 1875; 300,000 tested, 0.02% active; S. cerevisiae SKY197-pL101 polyadenylation reporter, beta-gal luminescence; efflux-impaired pdr1/pdr3 knockout yeast; score 100 = 6 SD above DMSO; calls only at 12 µM;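 active = lowest replicate activity score at least 50, where 100 means six control SD above control mean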;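 note: yeast exposed to compound for 9 h at 30 °C; higher score means more reporter readthrough which indicates perturbed polyadenylation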
* marks the source's active call; other numbers are inactive results; i = inactive; nt = no result given. Only part of the results is shown (hit frequency here may not be typical).

SMILES	HIF activator	TRPC6 activator	TRPC4 inh	MrgX1 antagonist	TRPC4 act	AI-2 QS mod	TRPC6 inhibitor	TRPC4 PAM	MrgX1 PAM	MrgX1 ag	PolyA inh
c1ccc2sc(N3CN(CCN4CCOCC4)CN(c4nc5ccccc5s4)C3)nc2c1	3.3	i	i	i	i	-33.7	i	i	i	i	i
O=C1COc2ccccc2N1Cc1c(F)cccc1Cl	-0.1	i	i	i	i	9.6	i	i	i	i	i
O=C(NC1CCCC1)c1ccc(COCC(F)(F)C(F)F)o1	-0.1	i	i	i	i	25.3	i	i	i	i	i
CC(=O)c1cccc(NC(=S)NCCc2ccc(F)cc2)c1	4.0	i	i	i	i	6.9	i	i	i	i	i
COc1cccc2cc(-c3cc(=O)oc4cc(C)c(O)cc34)oc12	3.5	i	i	i	i	20.1	i	i	i	i	i
Cc1ccc(S(=O)(=O)NC2CCC(C(=O)O)CC2)cc1 (stereo unspecified)	0.3	i	i	i	i	28.9	i	i	i	i	i
CC1(C)NC(=O)N(CC(O)CN(c2ccccc2)S(=O)(=O)c2ccc([N+](=O)[O-])cc2)C1=O (stereo unspecified)	-0.6	i	i	i	i	-1.8	i	i	i	i	i
N#Cc1cccc(OC(=O)c2ccc3c(=O)n4c(nc3c2)CCC4)c1	-1.4	i	i	i	i	-13.9	i	i	i	i	i
Cc1ccc(C(=O)Nc2c(C)cc(-c3ccccc3)oc2=O)cc1	-1.4	i	i	i	i	7.2	i	i	i	i	i
CC(C)=C(C#N)c1nc2ccccc2s1	-0.3	i	i	i	i	10.0	i	i	i	i	i
O=C(Nc1cnccc1C(F)(F)F)NC1CCCCC1	-0.2	i	i	i	i	10.4	i	i	i	i	i
CC(C)C(c1nnnn1CC1CCCO1)N1CCN(Cc2ccc3c(c2)OCO3)CC1 (stereo unspecified)	-0.2	i	i	i	i	2.4	i	i	i	i	i
COc1ccc(-n2c(O)cnc2Nc2nc(C)cc(C)n2)cc1OC	0.2	i	i	i	i	17.1	i	i	i	i	i
Cc1ccc(Cl)cc1NC(=O)C1CCCN(S(=O)(=O)c2c(C)noc2C)C1 (stereo unspecified)	-0.3	i	i	i	i	13.8	i	i	i	i	i
CC(=O)c1c(C)[nH]c(C(=O)OCC(=O)Nc2ccc(Cl)cc2[N+](=O)[O-])c1C	0.2	i	i	i	i	-4.3	i	i	i	i	i
C=CCSc1ncc(C(=O)OCC)c(N)n1	1.0	i	i	i	i	11.2	i	i	i	i	i
O=C(Nc1ccc2c(c1)OCO2)c1cccc(S(=O)(=O)N2CCCC2)c1	1.9	i	i	i	i	-1.3	i	i	i	i	i
O=C(NN=C1CCCCCC1)c1cc2ccccc2cc1O	0.0	i	i	i	i	11.3	i	i	i	i	i
CN1C(=O)[C@@H]2[C@H](C1=O)[C@@H]1C(=O)Nc3ccccc3C(=O)N1[C@@H]2c1ccc(Br)cc1	1.4	i	i	i	i	4.5	i	i	i	i	i
C=CCN1C(=O)C(C)(C)Nc2ccccc21	-0.1	i	i	i	i	17.5	i	i	i	i	i
CS(=O)(=O)c1nc(S(=O)(=O)c2ccc(Cl)cc2)c(NCCCN2CCOCC2)s1	-0.3	i	i	i	i	36.5	i	i	i	i	i
C/C(=N\NC(=O)CNc1cccc(C(F)(F)F)c1)c1cccs1	0.2	i	i	i	i	20.5	i	i	i	i	i
CC(NC(=O)c1ccccc1F)c1cccc2ccccc12 (stereo unspecified)	0.0	i	i	i	i	-6.7	i	i	i	i	i
CCOc1ccccc1NC(=O)CCNS(=O)(=O)c1ccc(NC(C)=O)cc1	0.8	i	i	i	i	12.1	i	i	i	i	i
C=CCSc1nnc(NC(=O)c2cccc(S(=O)(=O)N(C)c3ccccc3)c2)s1	-2.6	i	i	i	i	9.5	i	i	i	i	i
CCN(CC)c1ccc([N+](=O)[O-])cc1C(=O)O	-1.3	i	i	i	i	20.5	i	i	i	i	i
O=C(O/N=C\c1ccc(N2CCCCC2)c([N+](=O)[O-])c1)c1ccc(Cl)cc1Cl	0.4	i	i	i	i	11.5	i	i	i	i	i
Cc1ccc(N(C)S(=O)(=O)c2cccc(C(=O)Nc3ccc(C)cn3)c2)cc1	-0.3	i	i	i	i	19.2	i	i	i	i	i
CCN1CCN(c2ccc(S(=O)(=O)N3CCCCC3)cc2NC(=O)c2cc3ccccc3o2)CC1	-0.1	i	i	i	i	6.4	i	18*	i	i	i
Cc1ccc(N(CC(=O)NN=C2CCN(C)CC2)S(=O)(=O)c2ccccc2)c(C)c1	-0.5	i	i	i	i	32.5	i	i	i	i	i
CCN1C(=O)CC(N2CCN(C(c3ccccc3)c3ccccc3)CC2)C1=O (stereo unspecified)	-19.4	i	i	i	i	-8.4	i	i	i	i	i
CCC(C)N(C(=O)C(F)(F)F)C(C(=O)NC1CCCCC1)c1ccncc1 (stereo unspecified)	-0.8	i	i	i	i	11.8	i	i	i	i	i
CC1CCCN(CCCOc2ccc(Br)cc2Cl)C1 (stereo unspecified)	1.2	i	i	i	i	2.2	i	i	i	i	i
CCc1ccc(C(=O)C(C)OC(=O)Cc2n[nH]c(=O)c3ccccc23)cc1 (stereo unspecified)	1.1	i	i	i	i	-0.1	i	i	i	i	i
O=C(Cc1ccccc1)Nc1nnc(-c2ccccc2)o1	0.4	i	i	i	i	20.6	i	i	i	i	i
N/C(=N\OC(=O)CCCOc1ccccc1)c1ccc([N+](=O)[O-])cc1	-0.7	i	i	i	i	32.4	i	i	i	i	i
Cc1nnc(NC(=O)CCC(=O)N2CCN(CCOc3cccc4ccccc34)CC2)s1	0.1	i	i	i	i	6.4	i	i	i	i	i
CCCCC(=O)NCCNc1nc2c(c(=O)n(C)c(=O)n2C)n1Cc1ccccc1	0.7	i	i	i	i	7.7	i	i	i	i	i
COc1cc(C(=O)Nc2cccc(-c3nc4ccccc4o3)c2C)cc(OC)c1OC	-0.5	i	i	nt	i	15.9	i	i	nt	nt	i
c1coc(CNc2c3c(nc4ncnn24)CCC3)c1	-0.5	i	nt	i	i	27.3	i	i	i	i	i
N#C/C(=C\c1ccncc1)C(=O)Nc1ccc(C(=O)O)cc1	-1.1	i	i	i	i	9.3	i	i	i	i	i
O=c1cc(O)c2sc(Nc3ccc(F)c(Cl)c3)nc2[nH]1	0.2	i	i	i	i	38.2	i	i	i	i	i
Cc1cc(=O)nc2c3ccccc3n(C(C)C(=O)Nc3c(F)c(F)c(F)c(F)c3F)n12 (stereo unspecified)	0.2	i	i	i	i	7.7	i	i	i	i	i
COc1cccc(NC(=O)c2ccccc2SC)c1	0.2	i	i	i	i	15.0	i	i	i	i	i
CC(=O)N1C(=O)C2(C(C#N)=C(N)Oc3n[nH]c(-c4ccccn4)c32)c2ccccc21 (stereo unspecified)	-0.5	i	i	i	i	9.8	i	i	i	i	i
COc1cc(NC(=O)CCS(=O)(=O)c2ccc3c(c2)oc(=O)n3C)cc(OC)c1	0.1	i	i	i	i	27.7	i	i	i	i	i
O=C(c1cccs1)N1CCN(S(=O)(=O)c2cccs2)CC1	0.1	i	i	i	i	21.1	i	i	i	i	i
COc1ccccc1-n1nnnc1SCC(=O)Nc1ccccn1	0.0	i	i	i	i	1.9	i	i	i	i	i
CC1C/C(=N/N2C(=O)CSC2=S)CC(C)(C)C1 (stereo unspecified)	-0.4	i	i	i	i	16.6	i	i	i	i	i
CC(C(=O)N1CCCc2c1c(=O)oc1ccc(O)cc21)N1CCc2ccccc2C1 (stereo unspecified)	-0.1	i	i	i	i	22.5	i	i	i	i	i
COc1ccc(N(C(=O)C(C)C)S(=O)(=O)c2cccc3cccnc23)cc1	-0.6	i	i	i	i	16.9	i	i	i	i	i
Nc1ccccc1S(=O)(=O)C(F)F	-0.5	i	i	i	i	5.8	i	i	i	i	i
COC(=O)C1C/C(=N/NS(=O)(=O)c2ccc(C)cc2)CS1 (stereo unspecified)	0.1	i	i	i	i	22.8	i	i	i	i	i
CS(=O)(=O)N(CC(=O)N1CCOCC1)c1ccc2c3c(cccc13)CC2	1.2	i	i	i	i	36.3	i	i	i	i	i
CC(Cc1ccccc1)C(=O)NCCO (stereo unspecified)	0.9	i	i	i	i	12.4	i	i	i	i	i
CC(=O)Nc1ccc(NC(=O)CS(=O)(=O)Cc2ccccc2)cc1	0.0	i	i	i	i	6.5	i	i	i	i	i
Cc1nn(Cc2c(Cl)cccc2Cl)c(C)c1NC(=O)c1cn(-c2ccccc2)nc1-c1ccccc1	2.0	i	i	i	i	25.1	i	i	i	i	i
COc1ccc(C(=O)Nc2cc(Cl)ccc2Cl)c(OC)n1	0.5	i	i	i	i	11.8	i	i	i	i	i
Cc1ccc2cc(/C=N/NC(=O)[C@H]3C[C@@H]3c3ccccc3)c(Cl)nc2c1	-0.1	i	i	i	i	29.4	i	i	i	i	i
O=C(O)c1nn(CC(=O)N2CCC(Cc3ccccc3)CC2)c(=O)c2ccccc12	-4.0	i	i	i	i	32.0	i	i	i	i	i

Next part
SMILES	HIF activator	TRPC6 activator	TRPC4 inh	MrgX1 antagonist	TRPC4 act	AI-2 QS mod	TRPC6 inhibitor	TRPC4 PAM	MrgX1 PAM	MrgX1 ag	PolyA inh
CCc1ccccc1N(CC(=O)NCc1ccco1)C(=O)c1snc(C(N)=O)c1N	0.1	i	i	i	i	-4.0	i	i	i	i	i
COc1ccc(OC)c(CCNC(=O)CN2C(=O)CC(C)(C)S(=O)(=O)c3ccccc32)c1	-0.1	i	i	i	i	13.9	i	i	i	i	i
CCOc1ccccc1N1Cc2ccccc2C1	-1.7	i	i	i	i	12.0	i	i	i	i	i
O=C(NCc1ccco1)c1ccc(CS(=O)(=O)c2cccc(C(F)(F)F)c2)o1	-0.1	i	i	i	i	14.9	i	i	i	i	i
Cc1ccc(Nc2nc(C)cc(C)c2C(N)=O)c(C)c1	0.7	i	i	i	i	12.2	i	i	i	i	i
Cc1[nH]c(C)c(S(=O)(=O)N(Cc2ccccc2)C(C)(C)C)c1C(=O)N1CCCC1	0.2	i	i	i	i	25.5	i	i	i	i	i
Cc1ccc(C2CCN(C(=S)Nc3cccc(C)c3)C2)cc1 (stereo unspecified)	1.4	i	i	i	i	1.0	i	i	i	i	i

Screening results as filed in PubChem BioAssay.
